Screens deposited in PubChem BioAssay by Southern Research Specialized Biocontainment Screening Center.
MgcRacGAP inhibition – MgcRacGAP GTPase-activating activity inhibitors, confirmation, biochemical, ADP Hunter fluorescence. one-dose inhibition, % at 30 µM; IC50 in µM for titrated hits. MgcRacGAP-stimulated Rac1 GTP hydrolysis, ADP Hunter fluorescence; higher % means a stronger effect; GST-tagged Rac1 F28L mutant substrate. hit rate 0.6% among 340,000;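 active = first-screen hits whose inhibition reached a set limit at any dose in the follow-up dose series; inconclusive = inhibition above the set first-screen limit but never retested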;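 also: fluorescence reports GDP produced by GAP-driven GTP hydrolysis; strong numbers were not always called active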
NS5 inhibitors – flavivirus cap methylation enzyme inhibition – biochemical, confirmation dose response, primary screen (AID 588689); hit rate 0.3% among 340,000; one-dose inhibition, % at 25 µM; IC50 in µM for titrated hits; Dengue-2 NS5 methyltransferase capping enzyme assay, biochemical; higher % means a stronger effect; in the data active = a potency from the dose series; inconclusive = inhibition above about 29% without an active follow-up result
NS5 inhibitors pilot replicate – further read-out of NS5 inhibitors, marked with its call; inhibition, %; measured here: pilot screen replicate inhibition
* hit, by the source's call; ? = inconclusive. An excerpt. The share of hits here may be higher or lower than overall.

SMILES | MgcRacGAP inhibition | NS5 inhibitors | others
CCCN(CC(=O)Nc1ccc(F)c(F)c1F)C(=O)c1cc(S(=O)(=O)N(C)C)ccc1N1CCCC1 | 1% | -3%
Cc1ccc(CN2CCC[C@]3(N[C@H](c4ccc(C)cc4)[C@@H]4C(=O)N(Cc5ccccc5)C(=O)[C@@H]43)C2=O)cc1 | 8% | -1%
CC(Nc1ccc([N+](=O)[O-])cc1[N+](=O)[O-])c1ccccc1 (stereo not drawn) | 5% | -7%
C=CCSc1nc2c(N)ncnc2n1C1OC(CO)C(O)C1O (stereo not drawn) | 7% | -6%
C(=NOCc1ccccc1)c1ccncc1 | 2% | 0%
Nc1ncncc1-c1ccccc1Cl | 0% | 0%
Cn1c(=O)c2c(nc(CN3CCOCC3)n2Cc2ccccc2)n(C)c1=O | 3% | -2%
Cc1cc(O)c2c(c1)CC1C3CCC4CC(=O)CCC4(C)C3CC(=O)C21C (stereo not drawn) | -4% | -10%
Cn1c(O)c(C=NCCCCCC(=O)O)c(=O)n(C)c1=O | 13% | 2%
COc1ccc(CNC(=O)C[C@@H]2C[C@H]3c4cc(NC(=O)C5CCC5)ccc4O[C@H]3[C@@H](CO)O2)cc1 | 9% | -4%
Cc1cc(C)nc(NS(=O)(=O)c2ccc(NC(=O)c3ccccc3Br)cc2)n1 | 15% | 5%
O=C(NCCCc1ccccc1)c1cccc(NC(=O)C2CC2)c1 | 6% | 8%
CCOC(=O)c1c(NC(=O)COC(=O)c2cccc([N+](=O)[O-])c2)sc(C(=O)N(C)C)c1C | 14% | 0%
COc1ccc(NS(=O)(=O)c2ccc(N3CCOCC3)c(NC(=O)/C=C/C(=O)O)c2)cc1 | 7% | 1%
CCCCCCn1c(=O)n2n(c1=O)C[C@]1(OC(=O)NCc3ccc(OC)c(OC)c3)CN(S(=O)(=O)c3ccc(C)cc3)C[C@]1(O)C2 | 15% | -3%
Cc1[nH]c2ccccc2c1C1=CC(=O)C=CC1=O | 13% | 18µM*
Cc1cc(/C=N/NC(=O)c2ccoc2C)cc(C)c1O | ? | -7%
O=C1OCCC1=COCCCCCOC=C1CCOC1=O | 3% | -5%
COc1ccc(C(=O)NCC(=O)OCC(=O)c2ccccc2Br)cc1OC | 8% | 1%
CN(N=O)c1ccc(C=C2C=Cc3ccccc32)cc1 | 14% | -12%
Cc1ccc2c(=O)n3c(nc2c1)C(Cc1ccccc1)NC(=O)c1cc2ccccc2cc1-3 (stereo not drawn) | 15% | -5%
COc1cccc(CN(C)C[C@H]2OCc3cnnn3CCCC(=O)N([C@@H](C)CO)C[C@@H]2C)c1 | 7% | -4%
CCCCCCCCNCCS(=O)(=O)NCc1ccc(OC)cc1 | 8% | -3%
Cc1ccc(NCCCn2ccc(NC(=O)OCc3ccccc3)nc2=O)cc1C | 30% | -4% | NS5 inhibitors pilot replicate=-3.7
COc1cc2ccccc2cc1C(=O)N/N=C/c1cccs1 | 17% | 1%
O=C(OCC(O)C(O)C(O)COC(=O)c1ccccc1)c1ccccc1 (stereo not drawn) | 0% | 1%
CCOc1ccc(NC(=O)CN(C)C(=O)c2ccc3c(c2)S(=O)(=O)N=C2CCCCCN23)cc1OCC | 3% | -1%
CN(CCc1ccccc1)C(=O)c1ccc(NC(=O)Cc2ccc(NC(=O)C3CCN(C(=O)C4CC4)CC3)cc2)cc1 | 1% | 0% | NS5 inhibitors pilot replicate=-3.3
C[C@@H]1CCCCO[C@H](CN(C)C(=O)Nc2ccc(F)cc2)[C@@H](C)CN([C@H](C)CO)C(=O)c2cc(N(C)C)ccc2O1 | 22% | -2%
COc1ccccc1C(CNC(=O)CN1C(=O)NC(C)(c2ccc3ccccc3c2)C1=O)N1CCCC1 (stereo not drawn) | 7% | -9%

Three compounds from above, sorted by length of the SMILES, ascending:
SMILES | MgcRacGAP inhibition | NS5 inhibitors | others
COc1cc2ccccc2cc1C(=O)N/N=C/c1cccs1 | 17% | 1%
COc1cccc(CN(C)C[C@H]2OCc3cnnn3CCCC(=O)N([C@@H](C)CO)C[C@@H]2C)c1 | 7% | -4%
CN(CCc1ccccc1)C(=O)c1ccc(NC(=O)Cc2ccc(NC(=O)C3CCN(C(=O)C4CC4)CC3)cc2)cc1 | 1% | 0% | NS5 inhibitors pilot replicate=-3.3

No new results follow: 2 of the compounds above.
SMILES | MgcRacGAP inhibition | NS5 inhibitors | others
C[C@@H]1CCCCO[C@H](CN(C)C(=O)Nc2ccc(F)cc2)[C@@H](C)CN([C@H](C)CO)C(=O)c2cc(N(C)C)ccc2O1 | 22% | -2%
COc1ccccc1C(CNC(=O)CN1C(=O)NC(C)(c2ccc3ccccc3c2)C1=O)N1CCCC1 (stereo not drawn) | 7% | -9%

Later entries.
SMILES | MgcRacGAP inhibition | NS5 inhibitors | others
O=P1(O)CC2=C(CC=CC2)C1 | -12% | -22%
CC(Oc1ccccc1Cl)C(=O)Nc1ccc(S(=O)(=O)N2CCN(C)CC2)cc1 (stereo not drawn) | 20% | 1%
COc1cccc(OC)c1C(=O)NCc1ccco1 | 8% | 4%
FC(F)(F)C(F)(F)c1nc2nc(Cl)c(Cl)nc2[nH]1 | 6% | -6%
Cc1ccc(C(c2c(NC(=O)c3ccco3)sc(C)c2C)N2CCOCC2)cc1 (stereo not drawn) | 8% | 2%
O=C(OCc1ccccc1)N1CCC2CC1c1cc(NCCc3ccccc3)ccc12 (stereo not drawn) | 9% | -1% | NS5 inhibitors pilot replicate=3.0
COc1ccc(NC(=O)CCNC(=O)C2CCN(S(=O)(=O)c3ccccc3)CC2)cc1OC | 12% | 1%
CCN(CC)C(=O)C1=C(C)N(Cc2ccc(F)cc2)C(=O)C(CC(=O)NCc2ccco2)C1 (stereo not drawn) | 14% | 2%
O=C1SCCN1N=Cc1ccc([N+](=O)[O-])o1 | 6% | 3%
Cc1ccc([C@H]2C[C@@H](n3cc(COC(=O)c4ccccc4)nn3)[C@H](O)CN2C(=O)C2CCCCC2)cc1 | 6% | 0%
COc1cc(C(=O)NN=Cc2ccc(N(C)C)cc2)cc(OC)c1OC | 12% | -1%
CC1=C(C(=O)N(C)C)CC(CC(=O)NCCCCc2ccccc2)C(=O)N1Cc1ccc(F)cc1 (stereo not drawn) | 4% | -16%
COc1ccc(C=CC(=O)c2cc(O)ccc2O)cc1 | 13% | -5%
O=C1NC(=O)C2(CCCC2)N1 | 1% | 2%
COc1ccccc1N(C)S(=O)(=O)c1ccc(C(=O)NCC(c2ccco2)N2CCCCC2)cc1 (stereo not drawn) | 2% | 2%
O=C(NCC(c1ccco1)N1CCCCC1)c1ccc(COc2ccc(Cl)cc2)cc1 (stereo not drawn) | 7% | -6%
CCC(C(=O)NC1CCCC1)n1c2ccccc2c2nc(=O)cc(C)n21 (stereo not drawn) | 11% | -15%
Cc1ccc(S(=O)(=O)Nc2ccc3c(c2)C(=O)N([C@@H](C)CO)C[C@@H](C)[C@@H](CN(C)S(=O)(=O)c2ccccc2)OCCCC[C@H](C)O3)cc1 | 13% | -2%
COc1ccc(CN2C(=O)C(CC(=O)NCc3ccco3)CC(C(=O)N(C(C)C)C(C)C)=C2C)cc1 (stereo not drawn) | 8% | -9%
O=C(c1ccc(F)cc1)C1CCN(Cc2ccccc2F)CC1 | 10% | -3%
Cc1ccc(S(=O)(=O)Nc2ccc3ccccc3c2)cc1 | -1% | 0%
COc1ccccc1C(=O)N/C(=C/c1ccc(Br)cc1)C(=O)N1CCOCC1 | -28% | -3%
Cc1nc2cc3ccccc3cc2s1 | 4% | -6%
C[C@H]1CN([C@@H](C)CO)C(=O)CCCn2nncc2CO[C@H]1CN(C)C(=O)c1ccc2ccn(C)c2c1 | 7% | -8%
O=[N+]([O-])c1c(O)c(Cl)cc(Cl)c1Cl (tested in a mixture with another compound) | 6% | 11%
O=c1[nH]cnc2c1ncn2-c1ccc(N(CCO)CCO)cc1 | 5% | -3%
CSCCC(C)N1CCC(Oc2ccc(C(=O)NCc3ccccn3)cc2)CC1 (stereo not drawn) | 12% | 1%
CSc1ccccc1C(=O)OCC(=O)NC1CC1 | 12% | -4%
O=C(Nc1ccn(CCCNC2CCN(Cc3ccccc3)CC2)c(=O)n1)OCc1ccccc1 | 17% | 1%
N#Cc1ccccc1C[C@H](N)C(=O)NC[C@H]1O[C@@H](n2ccc(N)nc2=O)[C@H](O)[C@@H]1O | -7% | -6%
Cc1c(-c2ccccc2Br)nc2ccccc2c1C(=O)O | 9% | 8%
C[C@H]1CN([C@@H](C)CO)C(=O)CCCn2nncc2CO[C@H]1CN(C)C(=O)NC1CCCCC1 | 11% | -1%
COc1ccc2ncccc2c1Cc1c(OC)ccc2ncccc12 | 6% | -2%
O=C1C=C(NS(=O)(=O)c2ccccc2)C(=O)c2ccccc21 | 0% | 15%
O=[N+]([O-])/C(Cl)=C(/NCCO)C(Cl)=C(Cl)Cl | -1% | -6%
CCC(=O)Nc1cc(OC)c(NC(=S)Nc2ccccc2CC)cc1OC | ? | -1%
Cn1c(=O)c2c(-c3ccccc3)n(-c3ccccc3)cc2n(C)c1=O | 16% | -3%
CC(=O)OC1C=CN(C(C)=O)C(SC(C)(C)C)C1(C)O (stereo not drawn) | 6% | -7%
CCN(C(=O)COC(=O)c1ccccc1Cc1ccccc1)c1c(N)n(Cc2ccccc2)c(=O)[nH]c1=O | 4% | -1%
Cc1ccc(S(=O)(=O)CCC(=O)OCC(=O)N(C)c2ccccc2)cc1 | 5% | -5%
O=C(O)c1cc2ccccc2[nH]1 | -3% | -7%
COc1ccccc1C(=O)N1CCN(C(=O)c2oc3c(C)c(C)ccc3c2C)CC1 | -25% | 2%
OC(C1=CC(=Cc2ccncc2)c2ccccc21)c1ccncc1 (stereo not drawn) | 13% | 11%
Cc1cn([C@H]2C[C@H](O)[C@@H](CNCc3ccc(F)c(N4CCOCC4)c3)O2)c(=O)[nH]c1=O | 13% | 2%
COC1=CC(=O)c2c(ccc3ncnc(N)c23)C1=O | 28% | 62µM*
O=C(CN1CCCc2ccccc21)Nc1cccc(S(=O)(=O)N2CCCC2)c1 | 10% | 4%
NC1=NC(c2ccccc2)CC(=O)N1 (stereo not drawn) | 1% | 4%
Nc1ccc2cc3[nH]c4cc(N)ccc4c3nc2c1 | 45µM* | ?
O=C(NCCCc1ccccc1)c1cccc(NC(=O)C2CCCCC2)c1 | 1% | -8%
CCOC(=O)C1CCCN1C(=O)C1(NC(C)=O)CCCC1 (stereo not drawn) | -1% | 7%

Gathered by group, those above containing an aryl thioether with sulfur outside any ring (two)
SMILES | MgcRacGAP inhibition | NS5 inhibitors | others
C=CCSc1nc2c(N)ncnc2n1C1OC(CO)C(O)C1O (stereo not drawn) | 7% | -6%
CSc1ccccc1C(=O)OCC(=O)NC1CC1 | 12% | -4%

Additional results.
SMILES | MgcRacGAP inhibition | NS5 inhibitors | others
Cc1nc(N)ncc1CCC1OCCO1 | 10% | -1%
CN(Cc1ccccc1)C(=O)c1cccc(NC(=O)Cc2ccc(NC(=O)C3CCN(C(=O)C4CCC4)CC3)cc2)c1 | 10% | -5% | NS5 inhibitors pilot replicate=1.2
COc1cc(N=Nc2ccc(Br)cc2)cc(C=O)c1O | 8% | 27%
Oc1ccc2ccccc2c1CNc1ccccc1 | 9% | -13%
COc1cc2ccc(=O)oc2c(O)c1O | ? | 7%
O=C(CCN1CCCCC1)c1cccc(Cl)c1 | 5% | -3%
O=C(N/C(=C/c1cccc(Br)c1)C(=O)N1CCCCC1)c1ccco1 | 7% | 1%
CN(C(=O)c1cccc(NC(=O)Cc2ccc(NC(=O)C3CCCN(S(=O)(=O)c4cccc([N+](=O)[O-])c4)C3)cc2)c1)C1CCCCC1 (stereo not drawn) | 3% | -7% | NS5 inhibitors pilot replicate=-5.1
C[C@@H]1CN([C@H](C)CO)C(=O)CCCn2nncc2CO[C@@H]1CN(C)S(=O)(=O)c1cccc(C#N)c1 | 6% | 5%
Cc1ccc(S(=O)(=O)Oc2ccccc2)cc1 | 2% | 6%
CCN(CC)CCNC(=O)c1nn(-c2ccc(Cl)cc2)c2c1CCc1cc(OC)ccc1-2 | 9% | 2%
C=C(CN(C)C)C(=O)c1ccc2c(c1)OCO2 | ? | -29%
[O-][n+]1nc2ccccc2c2ccccc21 | 4% | 4%
CCCCNC1=CC(=O)C(NCCCC)=CC1=O | -14% | -1%
C=C1CC2(CC(c3ccccc3)OC(c3ccccc3)C2)OC1=O (stereo not drawn) | -2% | -20%
O=C(CCCc1ccccn1)c1cccc2ccccc12 | 1% | 4%
Cc1cc(-c2ccc([N+](=O)[O-])cc2)cc(C)n1 | 3% | 3%
CCn1c(=O)n(C)c2c(=O)n(C)c(=O)n(C)c21 | 0% | 0%
C[C@@H]1CN([C@H](C)CO)C(=O)CCCn2nncc2CO[C@@H]1CN(C)S(=O)(=O)c1ccc(Oc2ccccc2)cc1 | 7% | -7%
CN1CCN(c2ccncc2S(=O)(=O)N2CCCC2)CC1 | 4% | -1%

2 records picked at random from the list so far:
SMILES | MgcRacGAP inhibition | NS5 inhibitors | others
C[C@@H]1CN([C@H](C)CO)C(=O)CCCn2nncc2CO[C@@H]1CN(C)S(=O)(=O)c1ccc(Oc2ccccc2)cc1 | 7% | -7%
Cc1cc(-c2ccc([N+](=O)[O-])cc2)cc(C)n1 | 3% | 3%

(list continues)
SMILES | MgcRacGAP inhibition | NS5 inhibitors | others
CCCCn1c(SCC(=O)NC2CC2)nc2cc(C(=O)OC)ccc2c1=O | 14% | -4%
NCCN1C(=O)c2ccccc2C1(O)c1ccc(Cl)cc1 (stereo not drawn) | 9% | 6%
COc1ccc2nc3n(c(=O)c2c1)-c1ncccc1C(=O)NC3CC(C)C (stereo not drawn) | 18% | 1%
CCCCCCN1C[C@@H](O)[C@H](n2cc(C3CC3)nn2)C[C@@H]1c1ccc(OC)cc1 | 13% | 1%
Cc1ccc(C(=O)OCC(=O)c2ccc(Br)cc2)cc1S(=O)(=O)N1CCOCC1 | 3% | -2%
